# Hep lipid drop – modulators of hepatic lipid droplet formation. AML12 mouse hepatocytes, oleate lipid droplets, BODIPY imaging. inhibition, % at 6.5 µM. hit rate 0.4% among 240,000;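 active = lipid droplet intensity inhibited by at least 50%, with more than 500 cells counted; inconclusive = wells with under 300 cells, treated as cytotoxic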
#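 Test system: AML12 mouse liver cells; schedule: overnight exposure; technique: high-content imaging of BODIPY-stained droplets and DAPI nuclei; read-out: % inhibition of corrected integrated BODIPY droplet signal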
# T cell modulator – modulates CD8 T cell binding to vesicles; calls only at 7 µM; hit rate 0.068% among 330,000; 2C CD8+ T cell-vesicle binding, flow cytometry; stronger effect = lower value;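 active = response, share of CD8 T cells binding vesicles, and their 90th percentile fluorescence all below set limits, cut at about 80% in these data, passing the limit was not always enough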
#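 material = purified 2C TCR transgenic mouse naive CD8+ T cells | controls = Unloaded micro-vesicles (low), QL9 vesicles with 0.7% DMSO (high) | detection = cytometric PE anti-B7-1 and Alexa647 anti-CD8 signals after 1% paraformaldehyde fixation | incubation = binding step 1.5 h, 37 °C, antibody labelling 20 min, ice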
# Myeloid diff 2 – promotes myeloid progenitor differentiation | ER-HoxA9 myeloid progenitors, lysozyme-GFP differentiation, flow cytometry | calls only at 10 µM | hit rate 1% among 360,000 | AID 624256;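 active = normalized GFP-positive differentiation at or above the plate's own cutoff, the solvent-only control mean plus 3 SD; inconclusive = no clear call, values can overlap the other calls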;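 also: cells exposed to compound for four days before flow analysis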
# Hep lipid drop cells 6.5 µM – second read-out of Hep lipid drop, no call of its own (marks repeat the call); cell count; measured here: cell count, cytotoxicity flag;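 cells counted across two imaged fields per well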
# T cell modulator vesicle-bound % – recorded beside T cell modulator, whose call it bears; double positive events, %; measured here: CD8+ vesicle-bound cell fraction;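 binding gate set so that unloaded-vesicle control wells show 10% double positive cells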
# Myeloid diff 2 GFP+ MAC1+ % – recorded beside Myeloid diff 2, whose call it bears; GFP+ MAC1+ double positive, %; measured here: differentiation confirmed by MAC1 staining
# * marks the source's active call; other numbers are inactive results; i = inactive; ? = inconclusive; nt = not tested or not shown; + = active, no number.
# Preview:
# Every second line gives: Hep lipid drop cells 6.5 µM, T cell modulator vesicle-bound %, Myeloid diff 2, Hep lipid drop, Myeloid diff 2 GFP+ MAC1+ %, T cell modulator
CCc1ccc(C(C)NC(=O)c2ccncc2)cc1 (centres undefined)
  812, 58, i, -1, 1.0, i
O=c1c2ccccc2[nH]c(=S)n1CCN1CCCCC1
  792, 4, i, -11, 1.3, i

# The whole of this part, previewed entries included:
# Every second line gives: Hep lipid drop cells 6.5 µM, T cell modulator vesicle-bound %, Myeloid diff 2, Hep lipid drop, Myeloid diff 2 GFP+ MAC1+ %, T cell modulator
CCc1ccc(C(C)NC(=O)c2ccncc2)cc1 (centres undefined)
  812, 58, i, -1, 1.0, i
O=c1c2ccccc2[nH]c(=S)n1CCN1CCCCC1
  792, 4, i, -11, 1.3, i
Cc1cc(Cl)c2oc(C(=O)N(C)Cc3ccon3)c(C)c2c1
  763, 41, i, 3, 0.8, i
Cn1c(=O)c2c(nc(SCCN3CCOCC3)n2C)n(C)c1=O
  825, 54, i, -8, 0.4, i
COCCn1c(SCC(=O)NC2CCCCC2C)nnc1-c1ccncc1 (centres undefined)
  822, 27, i, -28, 0.6, i
CCn1c(/C=C/c2cc[n+](C)cc2)nc2ccccc21
  770, 18, i, 0, 0.4, i
Oc1ccc(N=Nc2ccccc2C(F)(F)F)c2cccnc12
  820, 21, i, 3, 1.8, i
Cc1ccc(OCCCN2CCOCC2)cc1
  838, 52, i, -2, 0.2, i
O=C(c1cccc(OC2CCN(Cc3cccc(OCCO)c3)CC2)c1)N1CCCC1
  670, 5, +, 38, 1.4*, i
COc1ccc(-c2noc(N3CCC(C(=O)Nc4ccc(OC)c(OC)c4)CC3)n2)cc1
  797, 32, ?, 0, nt, i
Nc1nc(Oc2ccc(F)cc2)c(Br)c(=O)[nH]1
  772, 68, i, 0, 0.4, i
NC(=O)c1cc2ccccc2o/c1=N/NC(=O)c1cccc(Cl)c1
  863, 34, i, 4, 0.2, i
COc1ccc(CCn2c(=N)c(C(=O)NCC3CCCO3)cc3c(=O)n4cccc(C)c4nc32)cc1OC (centres undefined)
  658, 11, ?, -22, nt, i
CCn1c(=O)c2cc(C(=O)NCC(OC)OC)sc2c2ccccc21
  413, 44, i, -1, 0.4, i
Cc1ccc(NC(=O)C2CCN(S(=O)(=O)c3c(C)noc3/C=C/N(C)C)CC2)cc1
  716, 1, i, 4, 2.4, i
C=CCN(C(=O)c1csnn1)C(C(=O)NC1CCCCC1)c1ccccc1 (centres undefined)
  783, 19, i, 27, 0.7, i
C=CCn1c(SCc2ccccc2)nc2c1c(=O)[nH]c(=O)n2C
  836, 12, i, -44, 0.3, i
COc1ccc(/C=N/N(C)C2=NS(=O)(=O)c3ccccc32)cc1OC
  870, 16, i, 22, 0.4, i
CC(C)(C)NS(=O)(=O)c1cc2c3c(c1)CCN3C(=O)CC2
  770, 43, i, -23, 0.3, i
CC(C)NC(=O)C(c1ccc(F)cc1)N(Cc1ccco1)C(=O)CCC(=O)Nc1ccccn1 (centres undefined)
  745, 10, i, -22, 2.2, i
CN(CC(=O)Nc1ccc(F)c(Cl)c1)S(=O)(=O)c1ccc2c(c1)n(C)c(=O)c(=O)n2C
  708, 34, i, -2, 0.4, i
COc1ccc(C23NCCN2C(=O)c2ccccc23)cc1 (centres undefined)
  737, 53, i, 24, 0.6, i
Cc1ccc(OCc2cc(C(=O)NCc3cnn(-c4cccc(F)c4)c3)no2)cn1
  675, 38, i, -16, 0.9, i
COc1ccc(CNC(=O)Cc2ccc(NC(=O)C3=C(C)OCCS3)cc2)cc1
  648, 4, ?, 2, nt, i
Cc1ccc(-c2c(C(=O)N/N=C/c3cccs3)nnn2-c2nonc2N)cc1
  705, 15, i, 0, 1.4, i
COc1cc2nc(Nc3ccc(C)c(Cl)c3)nc(N)c2cc1OC
  833, 36, i, 29, 0.8, i
COc1ccc(N(CC(=O)N2CCCC2)S(C)(=O)=O)cc1
  797, 60, i, -14, 0.9, i
COc1ccc(-c2ccc(=O)n(Cc3ccccc3)n2)cc1
  830, 55, i, 12, 0.3, i
Cn1nccc1C(=O)N1CCN(c2cccc(C(F)(F)F)c2)CC1
  646, 51, i, 16, 7.2, i
COc1cc(/C=N/Nc2ccc(Cl)nn2)cc(OC)c1O
  821, 22, i, -1, 0.5, i
O=C(CCN1C(=O)/C(=C/c2ccccc2F)SC1=S)Nc1ccccn1
  870, 14, i, 2, 1.6, i
Cc1cc(C)c(Cn2c3ccccc3c3cnn(CC(=O)NCc4ccccn4)c(=O)c32)c(C)c1
  691, 42, i, -22, 1.9, i
CN1C(=O)CSC1=S
  794, 36, i, 1, 4.2, i
Cc1ccc(C)c(NC(=O)CCC(=O)N2CCOc3ccccc32)c1
  719, 40, i, 0, 2.5, i
CC1CCN(S(=O)(=O)N2CCCC(C(=O)NCc3ccccc3Cl)C2)CC1 (centres undefined)
  769, 30, i, 20, 2.8, i
Cc1cc(C)c2oc(=O)cc(CN3CCCCC3)c2c1
  830, 54, i, -5, 0.8, i
O=C(CSc1nnc(CNC(=O)c2cccs2)o1)Nc1ccccc1C(F)(F)F
  717, 29, i, 18, 1.2, i
Cc1ncc(CO)c2c1Oc1nc(-c3ccccc3)nc(SCC(=O)Nc3cccc(O)c3)c1C2
  666, 25, i, 12, 1.5, i
Cc1ccc(C(=O)Cn2c(=N)n(N)c3ccccc32)cc1
  796, 50, i, 7, 0.7, i
O=C(O)c1ccc(Cn2cc(/C=C\[N+](=O)[O-])c3ccccc32)o1
  773, 56, i, -2, 0.3, i
COCCOC(=O)c1[nH]c2c(c1C)C(=O)CC(c1ccc(OC)cc1)C2 (centres undefined)
  720, 29, i, 20, 1.5, i
COc1cccc(NC(=O)NNC(=O)COc2ccc3ccccc3c2)c1
  835, 3, i, 6, 1.8, i
COc1ccc(C2=NS(=O)(=O)N(C)C(C(=O)N(C)Cc3ccccc3)=C2)cc1OC
  733, 44, i, -31, 1.9, i
O=C(NC(=S)Nc1ccccc1N1CCCC1)c1ccccc1Br
  720, 4, i, -32, 1.1, i
CCn1c(=O)cc(OCC(=O)NCCCN2CCCC2=O)c2ccccc21
  719, 8, ?, 19, nt, i
Cn1c(SCC(=O)Nc2ccc(F)cc2)nc2c(c1=O)SCC2
  682, 67, i, -6, 3.2, i
COc1ccc(OCCC(=O)Nc2ccccc2)cc1
  795, 10, i, 2, 1.3, i
CC(=O)N1CCN(c2nc3ccc(Br)cc3s2)CC1
  758, 45, i, -4, 0.8, i
O=C(Nc1ccc(N2CCCC2)cc1)c1ccc(Br)cc1
  754, 62, i, -3, 0.8, i
CC(NC(=O)C1CCN(S(=O)(=O)c2cccc3cccnc23)CC1)c1ccccc1 (centres undefined)
  688, 43, +, -4, 7.4*, i
Fc1ccc(-c2csc3ncnc(N4CCN(Cc5ccccc5)CC4)c23)cc1
  847, 5, i, 1, 1.2, i
Cc1cccc(N(CC(=O)NCC2CCCO2)C(=O)CCC(=O)Nc2nccs2)c1 (centres undefined)
  819, 29, i, 8, 2.5, i
Cc1cccc2c1ncc1c(=O)n(-c3ccccc3)[nH]c12
  809, 57, i, 22, 0.4, i
CN(C)C(=O)CCC(=O)N1CCCC(C(=O)c2ccc(C(F)(F)F)cc2)C1 (centres undefined)
  868, 56, i, 8, 0.4, i
CC(=O)Nc1ccc(S(=O)(=O)N2CCC(C(=O)N[C@@H](C)C(=O)NC3CCCC3)CC2)cc1
  704, 14, ?, 16, nt, i
O=C(NCCc1ccccc1)C(=O)NCC1OCCN1S(=O)(=O)c1ccc(Br)cc1 (centres undefined)
  677, 7, i, -4, 0.9, i
Cn1ccc(C(=O)Nc2sc3c(c2C(N)=O)CCCCC3)n1
  742, 33, i, 4, 1.4, i
COc1cc(C(=O)Nc2ccc(C(=O)NCC3CCCO3)cc2)cc(OC)c1OC (centres undefined)
  776, 58, i, -4, 0.8, i
CC(=O)c1ccc(N2C(=NC(=O)COc3ccccc3)SC3CS(=O)(=O)CC32)cc1 (centres undefined)
  742, 9, ?, -34, nt, i
Cc1ccc(C(=O)N2CCOCC2)cc1S(=O)(=O)N1CCCCC1
  585, 12, i, -8, 2.4, i

# (continued)
# Every second line gives: Hep lipid drop cells 6.5 µM, T cell modulator vesicle-bound %, Myeloid diff 2, Hep lipid drop, Myeloid diff 2 GFP+ MAC1+ %, T cell modulator
COCCCN1C(=O)C(=O)/C(=C(/O)c2ccc(S(=O)(=O)N3CCCCC3)cc2)C1c1ccc(O)c(OC)c1 (centres undefined)
  741, 28, i, -1, 0.4, i
Cc1ccccc1NC(=O)CCNS(=O)(=O)c1cccc2nsnc12
  807, 36, i, 18, 0.5, i
CCn1c(SC)nnc1C1CCCN(CC(=O)Nc2ccccc2N2CCOCC2)C1 (centres undefined)
  674, 26, i, -4, 0.6, i
O=S1(=O)CCC(n2nccc2-c2ccccc2)C1 (centres undefined)
  798, 62, i, -6, 0.2, i
CCOc1ccc(NC(=O)CSc2nc(O)c(C)c(=O)n2-c2ccc(F)cc2)cc1
  790, 39, i, 17, 1.7, i
N#Cc1cccc2c1-c1ccccc1/C2=N/NC(N)=S
  371, 37, i, -20, 1.1, i
Cc1csc(NC(=O)CCn2c(=O)oc3ccc(Cl)cc32)n1
  705, 60, i, -4, 1.5, i
COc1cccc(CNc2nnnn2C)c1
  879, 47, i, 0, 0.7, i
COc1ccnc(CN(C)C(=O)C2CCC(=O)N(Cc3cccc(C(F)(F)F)c3)C2)c1 (centres undefined)
  871, 66, i, 5, 1.1, i
CC(=O)Nc1ccc(NCC(=O)c2ccccc2)cc1
  843, 17, i, 12, 0.5, i
CC(C)(C)N(Cc1nc(-c2ccccc2)no1)C(=O)c1ccc2c(c1)OCO2
  758, 34, i, -18, 2.8, i
COCCNC(=O)C(OC(=O)c1ccco1)c1ccccc1F (centres undefined)
  806, 22, i, 4, 0.5, i
COc1ccccc1C(=O)NC(=S)Nc1cccnc1Cl
  681, 47, ?, -5, nt, i
O=C(Nc1ccc(NC(=O)c2cc3ccccc3o2)cc1)c1ccco1
  769*, 28, i, 70*, 4.3, i
FC(F)(F)c1ccccc1NC(=S)Nn1cnnc1
  634, 21, i, 0, 1.3, i
COc1ccc(C(CNC(=O)c2cccc3cccnc23)N(C)C)cc1 (centres undefined)
  740, 30, i, -10, 2.9, i
CCOc1ccc(CNC(=O)CN2C(=O)CSc3ccc(S(=O)(=O)N4CCOCC4)cc32)cc1OC
  731, 23, i, 27, 0.6, i
CNS(=O)(=O)c1cccc(C(=O)NCC(C)(C)N2CCCCC2)c1
  783, 53, i, -22, 0.5, i
CN1CCCN(C(=O)c2cccc3ccccc23)CC1
  799, 60, i, -6, 0.6, i
CCOC(=O)c1c(C)[nH]c(C(=O)N2CCN(C(=O)OCC)CC2)c1C
  813, 17, i, 28, 7.1, i

# Look-ups from the entries so far:
# Value for COc1cccc(CNc2nnnn2C)c1 under Myeloid diff 2 GFP+ MAC1+ %: 0.7
# Value for CNS(=O)(=O)c1cccc(C(=O)NCC(C)(C)N2CCCCC2)c1 under Myeloid diff 2 GFP+ MAC1+ %: 0.5
# Value for COCCNC(=O)C(OC(=O)c1ccco1)c1ccccc1F (centres undefined) under Hep lipid drop: 4
# Value for CCOc1ccc(NC(=O)CSc2nc(O)c(C)c(=O)n2-c2ccc(F)cc2)cc1 under T cell modulator vesicle-bound %: 39
# Value for CN1CCCN(C(=O)c2cccc3ccccc23)CC1 under T cell modulator vesicle-bound %: 60

# (cont.)
# Every second line gives: Hep lipid drop cells 6.5 µM, T cell modulator vesicle-bound %, Myeloid diff 2, Hep lipid drop, Myeloid diff 2 GFP+ MAC1+ %, T cell modulator
COc1ccc(C2=NS(=O)(=O)N(C)C(C(=O)NCc3ccc4c(c3)OCO4)=C2)cc1OC
  794, 21, i, 1, 1.3, i
O=C(Nc1ccccc1O)N1c2ccccc2Sc2ccccc21
  838, 22, i, -7, 1.0, i
CC(=O)N1CCc2cc(S(=O)(=O)CCC(=O)N(C)Cc3ccco3)ccc21
  736, 21, i, -1, 0.4, i
COc1ccc(Nc2nc(N)c(C(=O)c3ccc(F)cc3)s2)cc1
  808, 51, ?, -10, nt, i
COc1cc(C(=O)Cc2nc3ccccc3n2C)cc(OC)c1OC
  801, 44, i, -6, 0.6, i
Cc1cc(OC(=O)c2ccc(C(C)(C)C)cc2)c([N+](=O)[O-])c(=O)[nH]1
  688, 20, i, 17, 4.2, i
O=C(CCc1ccccc1)NCc1ccc(F)cc1
  773, 63, i, -5, 0.8, i
CCOc1ccc(N(C)C(=O)CCc2nnc3ccc(N4CCCC4)nn23)cc1
  634, 16, i, 3, 3.7, i
O=C(COc1ccc(Cl)cc1)N1CCN(C(=O)c2ccccc2F)CC1
  822, 36, i, 6, 2.3, i
COc1cccc(C(C(=O)NC2CCCC2)N(C(=O)c2csnn2)C2CC2)c1 (centres undefined)
  837, 17, i, -12, 2.1, i

# Screening results: PubChem BioAssay, several laboratories

# These rows are one share of the data. The share of hits here may be higher or lower than overall.
